Assay outcomes: PubChem, several laboratories
V-ATPase pHluor = alters yeast V-ATPase proton transport. 0.37% of 350,000 active. response, % at 10 µM. S. cerevisiae, pHLuorin cytosolic pH fluorescence; in the data active = response mostly above about 7.3%, no sharp cut-off; inactive = mostly below about 5.4%; note: actives read high; inactives centre near 0; some compounds called inactive have numbers as strong as hits
Keap1 Nrf2 FP = disrupts human Keap1 binding to Nrf2 peptide | AID 504523 | Keap1 Kelch-Nrf2 peptide fluorescence polarization, 1536-well | 0.15% of 340,000 active | inhibition, % at 9.4 µM | Q14145; in the data active = inhibition above about 12%;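 note: human Keap1 Kelch domain with fluorescein labeled Nrf2 9mer peptide probe; 0% = neutral control wells and 100% = peptide positive control; higher means more block of Keap1 binding to Nrf2 peptide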
Pemphigus Ab inh = inhibitors of pemphigus antibody binding to human desmoglein-3 | P32926 | DSG3-coupled beads, scFv-anti-DSG3-GFP binding, flow cytometry; active compounds read low | binding (percent of control), % at 10 µM | 0.48% of 310,000 active;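 active = binding more than 3 SD below its plate's average and above zero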;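 note: hits lower antibody fragment binding to DSG3; some compounds called inactive have numbers as strong as hits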
Cardiac RTF inh = cardiac RTF calcium desensitization. IANBD-labeled cardiac RTF, Ca2+ fluorescence. inhibition, % at 7.15 µM. 0.12% of 340,000 active. AID 493244;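 active = inhibition above the mean inhibition of all tested compounds plus 3 SD, cut at about 17% in these data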;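 note: assay run at fixed EC70 calcium of 1.6 mM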
DAGLB inh = blocks human DAGLB lipase activity | Q8NCG7 | HEK293T DAGLB membrane lysate, EnzChek fluorogenic substrate | inhibition, % at 5.17 µM | 0.059% of 340,000 active | AID 504411; in the data active = inhibition above about 34%;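 note: 0% = enzyme with vehicle and 100% = wells lacking enzyme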
Target sequence (Q8NCG7 whole entry, looked up): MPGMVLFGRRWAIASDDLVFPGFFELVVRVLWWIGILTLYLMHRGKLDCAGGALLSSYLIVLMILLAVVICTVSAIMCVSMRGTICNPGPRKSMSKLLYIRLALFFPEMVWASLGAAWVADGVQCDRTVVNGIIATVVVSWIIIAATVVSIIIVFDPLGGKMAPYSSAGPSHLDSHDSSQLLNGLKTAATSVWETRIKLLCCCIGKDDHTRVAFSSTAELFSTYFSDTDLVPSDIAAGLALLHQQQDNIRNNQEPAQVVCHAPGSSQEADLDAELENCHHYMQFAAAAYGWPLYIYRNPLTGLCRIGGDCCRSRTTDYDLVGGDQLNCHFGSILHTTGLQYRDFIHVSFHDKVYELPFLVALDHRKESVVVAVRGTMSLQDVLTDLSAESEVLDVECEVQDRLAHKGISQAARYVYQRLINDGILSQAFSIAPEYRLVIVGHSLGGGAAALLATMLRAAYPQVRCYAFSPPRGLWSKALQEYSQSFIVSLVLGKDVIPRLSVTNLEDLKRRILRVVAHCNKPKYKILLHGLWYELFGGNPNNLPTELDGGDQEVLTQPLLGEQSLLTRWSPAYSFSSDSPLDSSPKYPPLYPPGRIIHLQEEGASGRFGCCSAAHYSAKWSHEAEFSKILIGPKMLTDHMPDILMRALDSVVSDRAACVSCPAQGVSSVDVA
CAL PDZ FP-1 = human CAL PDZ-peptide interaction inhibition; AID 504414; inhibition, % at 20 µM; 0.02% of 330,000 active; purified CAL PDZ, TMR-peptide fluorescence polarization, 1 h; Q9HD26;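 active = highest replicate inhibition of at least 40%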;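 note: plate controls were DMSO neutral control wells for no effect and unlabeled competitor peptide control wells for full effect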
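Control set: unlabelled peptide and DMSO controls / Material: purified CerCALP PDZ construct / Timing: 1 h incubation at room temperature before polarization reading / Doses: 20 µM, one dose / Detection: fluorescence polarization (mP)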
C-LANA FP = inhibitors of KSHV LANA C-terminal domain DNA binding | MBP-C-LANA/FAM-LBS DNA binding, fluorescence polarization | inhibition, % at 9 µM | 0.078% of 340,000 active | AID 504423;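 active = highest replicate inhibition at or above 60% at 9 µM, even if other replicates fall short; inactive = all replicates below 60% inhibition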;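 note: 0% = neutral control wells and 100% = 4 µM acridine orange control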
Arrestin-AP2 inh = blocks beta-arrestin peptide binding to AP2 adaptin. FITC-arrestin peptide / GST-AP2 beads, flow cytometry; AP2 beta2 appendage carries R879A mutation. inhibition, % at 10 µM. 0.31% of 340,000 active. AID 504490;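 active = inhibition above a set limit, near 3 SD of compounds lacking own fluorescence, cut at about 54% in these data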;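 note: plate controls were DMSO wells for no effect and 5 µM unlabelled arrestin peptide for full effect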
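System: GST-AP2 R879A bound to glutathione beads, E. coli-expressed. Also added: 50 nM FITC-arrestin peptide. Schedule: compound with beads 12 min RT, then probe 1 h RT. Signal: bead flow cytometry, FITC channel. Read-out basis: percent response.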
NSD2 inh = NSD2 (human) methyltransferase inhibition; O96028; NSD2 peptide methylation, AlphaScreen, 120 min; inhibition, % at 12.5 µM; 0.54% of 310,000 active; AID 743445; in the data active = inhibition above about 50%
CAL PDZ FP-2 = inhibitors of human CAL PDZ peptide binding; inhibition, % at 24.9 µM; AID 602252; Q9HD26; 0.92% of 300,000 active; purified CAL PDZ, TMR-peptide fluorescence polarization, 1 h;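 active = mean inhibition of at least 30% with at least half of replicates also reaching 30%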;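 note: 0% = DMSO neutral control and 100% = excess unlabeled competitor peptide PRC23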
The depositor's hits bear a star; · = no result given. These rows are one share of the data (hit frequency here may not be typical).

cpd	Molecule	V-ATPase pHluor	Keap1 Nrf2 FP	Pemphigus Ab inh	Cardiac RTF inh	DAGLB inh	CAL PDZ FP-1	C-LANA FP	Arrestin-AP2 inh	NSD2 inh	CAL PDZ FP-2
1	COc1ccc(Nc2nnc(SCC(=O)Nc3ccc4[nH]c(=O)[nH]c4c3)s2)cc1	-3	-3	91	-16	4	0.2	-0.9	12	1	-4
2	CCN1CCN(S(=O)(=O)c2ccc(Cl)c(C(=O)N(C)Cc3ccc(Cl)cc3Cl)c2)CC1	3	0	·	-7	-3	-2.1	0.0	28	0	-3
3	CCOc1ccc2oc(C(=O)OCC(=O)NC(=O)NC)c(C)c2c1	2	-2	101	-2	-1	-0.5	2.0	0	2	-2
4	Nc1nc(SCC(=O)Nc2ccc(C(F)(F)F)cc2)[nH]c(=O)c1NC(=O)c1ccc(F)c(F)c1	-2	-8	100	5	4	-2.5	-0.5	-4	·	0
5	Cc1ccc2c(CN3CCN(S(=O)(=O)c4ccc5c(c4)OCCO5)CC3)cc(=O)oc2c1C	3	1	95	-10	-9	-2.5	-1.2	-3	-3	-1
6	Cc1ccccc1C(=O)c1c[nH]c(C(=O)NCc2cccs2)c1	1	2	103	-14	-1	-1.1	1.7	-8	0	0
7	CCCC(=O)Nc1nnc(-c2ccc(Cl)s2)o1	1	2	102	-2	-1	-1.3	-0.8	-6	·	·
8	Cn1c(SCc2ccccc2C#N)nc2ccccc2c1=O	3	-4	108	-10	-2	-4.5	-0.2	-1	100*	-3
9	CCOc1cc(C(=O)Nc2cc(OC)cc(OC)c2)ccc1OCC(=O)N1CCOCC1	1	-8	98	-8	-1	-2.6	-0.3	-8	-4	-3
10	CC1CN(S(=O)(=O)c2ccc(C(=O)Nc3ccc(S(=O)(=O)Nc4nccs4)cc3)cc2)CC(C)O1 (configuration not stated)	1	-2	97	-4	2	-2.6	0.3	-3	-2	-6
11	COC(=O)c1cccc(C(=O)N2CCCC(CCC(=O)N(C)CCc3ccccn3)C2)c1 (configuration not stated)	-2	1	105	-7	1	-4.7	-0.6	-10	-2	·
12	CSc1ccc(CNc2nnnn2C)cc1	1	-2	124	-10	0	-1.2	-0.9	-11	-1	-3
13	COc1ccc(C(NCC(=O)NC(C)c2ccc(Cl)cc2)c2ccccc2)cc1 (configuration not stated)	5	4	105	-5	-2	-0.9	-4.2	42	-1	0
14	CCOC(=O)CSC(=S)NC(=O)c1ccc(OC)cc1	3	-20	96	-7	-3	-2.2	-1.3	-4	-2	·
15	O=C1C(SC(F)(F)C(F)F)=C(C(F)(F)F)OC2C3C=CC(C3)C12 (configuration not stated)	-2	-8	82	-2	-2	-1.6	-0.4	-2	1	1
16	Cc1ccc(-c2csc(NC(=O)CSc3nc4ccccc4c(=O)n3CCCN(C)C)n2)cc1	0	-1	100	-12	1	-3.6	0.3	16	3	6
17	Nc1cccc2[nH]c(C(F)(F)F)nc12	-3	-3	87	-6	8	-1.7	1.2	-1	15	-9
18	CSc1sc(-c2nnc(SCC(=O)Nc3ccc(Cl)cc3)n2C)c2c1C=CCC2	-2	·	103	·	·	·	·	30	-1	·
19	CCOC(=O)c1ccc(NC(=O)CCOc2ccc(C)cc2)cc1	3	0	101	2	-11	0.1	0.0	2	-1	0
20	Nn1cc(-c2ccccc2)nc1SCC(=O)NCCN1C(=O)CSC1=O	-1	0	97	-4	-1	·	-0.1	15	-2	-1

Arranged by count of non-hydrogen atoms (rising): some entries from above.
cpd	Molecule	V-ATPase pHluor	Keap1 Nrf2 FP	Pemphigus Ab inh	Cardiac RTF inh	DAGLB inh	CAL PDZ FP-1	C-LANA FP	Arrestin-AP2 inh	NSD2 inh	CAL PDZ FP-2
12	CSc1ccc(CNc2nnnn2C)cc1	1	-2	124	-10	0	-1.2	-0.9	-11	-1	-3
19	CCOC(=O)c1ccc(NC(=O)CCOc2ccc(C)cc2)cc1	3	0	101	2	-11	0.1	0.0	2	-1	0
9	CCOc1cc(C(=O)Nc2cc(OC)cc(OC)c2)ccc1OCC(=O)N1CCOCC1	1	-8	98	-8	-1	-2.6	-0.3	-8	-4	-3

Next section
cpd	Molecule	V-ATPase pHluor	Keap1 Nrf2 FP	Pemphigus Ab inh	Cardiac RTF inh	DAGLB inh	CAL PDZ FP-1	C-LANA FP	Arrestin-AP2 inh	NSD2 inh	CAL PDZ FP-2
21	COc1cc(OC)cc(C(=O)NCCSc2c[nH]c3ccccc23)c1	-7	-2	107	4	-2	0.4	-5.7	10	11	-3
22	Cc1ccc2nc(NC(=O)CN(C)S(=O)(=O)c3ccc(Br)s3)sc2c1	-4	-6	105	-4	-2	-0.9	1.9	29	-3	0
23	CCOC(=O)C1(Cc2ccc(Cl)cc2)CCN(C(=O)c2cc(C)nc(C)n2)CC1	3	-7	104	5	-6	-1.1	-1.9	5	-2	-2
24	COc1ccc(NC(=O)c2ccc3c(c2)CCN3S(=O)(=O)c2ccccc2)c(OC)c1	-2	1	·	2	1	-2.5	1.3	2	-1	-3
25	Cc1ccc(NC(=O)c2ccc(-n3cccn3)c([N+](=O)[O-])c2)cc1	-1	-2	99	3	0	-0.1	-0.9	36	2	-4
26	Cc1ccc(C(O)P(=O)(OCCC(C)C)c2ccc(N(C)C)cc2)cc1 (configuration not stated)	2	-4	109	-1	5	-1.7	-4.7	33	7	-5
27	CCN(CC)C(=O)C1c2ccccc2Oc2ccccc21	2	39*	178	2	-7	0.9	77*	10	-3	1
28	CCN(CC)C(=O)Cn1c(=O)n(C)c2ccccc21	1	-4	93	-5	1	-2.0	0.6	33	0	-2
29	Cc1cccc(NC(=O)CN2CCOCC2)c1C	0	1	99	0	-1	-1.4	0.1	12	0	-1
30	CC(=O)N(Nc1ccccc1)c1ccccc1	2	-8	67*	-8	-1	-2.0	-0.7	8	-2	17
31	Nc1nc(COc2ccc(F)cc2Cl)nc(N2CCCCC2)n1	-2	6	105	14	-2	-0.8	2.6	-15	2	-4
32	COc1ccc(/C=C/C(=O)OCC(=O)Nc2ccc3c(c2)OCO3)cc1	-2	-7	98	-7	-2	0.4	1.5	-13	0	8
33	CCCCN1C(=S)NC[C@@H]1Cc1ccccc1	-1	-4	101	-2	2	-0.1	-0.8	0	·	-3
34	CCOc1cc(/C=C/C(=O)N(CC)CC(=O)NCc2cccs2)cc(Cl)c1OC	2	-3	127	-1	-1	-0.9	0.9	3	1	-6
35	COC(=O)C(NS(=O)(=O)c1ccccc1Cl)c1ccccc1 (configuration not stated)	1	0	99	-12	-3	-1.4	-0.6	8	-5	-1
36	COc1cc(/C=C2/CC/C(=C/c3ccc(O)c(OC)c3)C2=O)ccc1O	-1	-8	86	-14	-1	-2.5	-2.5	14	·	1
37	Cc1ccc(NC(=S)NC(=O)C2CCCCC2)c(Br)c1	0	-6	137	-10	-12	-0.7	-1.5	-11	-1	-2
38	CSc1ccccc1N=Cc1nc(-c2ccccc2)oc1O	6	1	111	-4	-11	-1.0	-2.3	5	5	2
39	Cc1c(C(=O)O)nnn1-c1ccccc1	5	0	100	-4	-4	-1.1	-3.4	6	-1	·
40	CC12CCC(=O)C=C1CCC1C2C(O)CC2(C)C1CCC2(O)C(=O)CO (configuration not stated)	-2	0	85	11	0	-0.7	1.5	14	·	-3

Quoted at random: five compounds from above
cpd	Molecule	V-ATPase pHluor	Keap1 Nrf2 FP	Pemphigus Ab inh	Cardiac RTF inh	DAGLB inh	CAL PDZ FP-1	C-LANA FP	Arrestin-AP2 inh	NSD2 inh	CAL PDZ FP-2
39	Cc1c(C(=O)O)nnn1-c1ccccc1	5	0	100	-4	-4	-1.1	-3.4	6	-1	·
23	CCOC(=O)C1(Cc2ccc(Cl)cc2)CCN(C(=O)c2cc(C)nc(C)n2)CC1	3	-7	104	5	-6	-1.1	-1.9	5	-2	-2
21	COc1cc(OC)cc(C(=O)NCCSc2c[nH]c3ccccc23)c1	-7	-2	107	4	-2	0.4	-5.7	10	11	-3
35	COC(=O)C(NS(=O)(=O)c1ccccc1Cl)c1ccccc1 (configuration not stated)	1	0	99	-12	-3	-1.4	-0.6	8	-5	-1
37	Cc1ccc(NC(=S)NC(=O)C2CCCCC2)c(Br)c1	0	-6	137	-10	-12	-0.7	-1.5	-11	-1	-2

Additional structures:
cpd	Molecule	V-ATPase pHluor	Keap1 Nrf2 FP	Pemphigus Ab inh	Cardiac RTF inh	DAGLB inh	CAL PDZ FP-1	C-LANA FP	Arrestin-AP2 inh	NSD2 inh	CAL PDZ FP-2
41	CSCCC1NC(=O)N(CC(=O)Nc2ccc(Cl)c(S(=O)(=O)N3CCOCC3)c2)C1=O (configuration not stated)	-1	-2	89	-9	-2	1.9	1.0	-3	-2	·
42	Cc1ccccc1-c1nc2c3ccccc3nc(=S)n2[nH]1	2	-3	99	1	2	-2.3	·	20	3	-6
43	CC(C)n1cc(/C=C2\NC(=O)N(c3cccc(Cl)c3)C2=O)c2ccccc21	7	-7	95	2	1	0.0	0.6	5	0	-3
44	C=CCOc1ccc(C(=O)CC)cc1OC	-2	-3	110	2	1	-0.3	0.4	-4	-1	-5
45	COCCN(Cc1cn(C)nc1-c1ccccc1F)C(C)C	-1	2	101	-9	-1	-1.1	0.2	13	1	3
46	COc1cc(SC)ccc1C(=O)N(C)Cc1ccccc1	2	1	105	8	-2	-0.3	1.7	-4	1	0
47	Cc1ccccc1CSc1nnc(-c2ccccn2)n1N	-3	-1	87	-7	0	-1.4	1.1	0	0	-4
48	O=[N+]([O-])c1cn(Cc2ccc(Cl)cc2)cn1	5	-2	92	-18	2	-0.6	2.0	12	-3	-1
49	Cc1c(C(=O)NCc2ccc(S(N)(=O)=O)cc2)oc2ccc(Cl)cc12	-1	1	91	·	·	0.6	0.2	36	-6	5
50	C/C(=N/NC(=O)c1cccs1)c1ccc(N2CCOCC2)cc1	1	0	95	6	-1	-0.1	-1.0	12	-1	-3
51	CC(NS(=O)(=O)c1ccccc1)C1COc2ccccc2O1 (configuration not stated)	1	-5	116	-3	-6	-0.3	0.0	-14	-2	1
52	CCCCOC(=O)n1c(SCC(=O)N(C)C)nc2ccccc21	6	3	100	-7	1	-1.2	-1.4	16	2	-7
53	COc1cccc(-c2nn(-c3ccccc3)cc2CN(C)C(C)c2ccon2)c1 (configuration not stated)	-1	2	·	-2	-7	-1.5	1.0	-16	-3	1
54	Cc1cc(N/N=C/c2ccccc2Cl)nc(NCc2ccccc2)n1	3	-4	132	3	-9	-0.8	0.6	-5	0	-3
55	COc1ccc(NC(=O)CSc2nccn2-c2cccc(OC)c2)cc1	5	-1	·	-2	-6	-0.2	-1.1	2	11	4

Entries shown so far containing bromine:
cpd	Molecule	V-ATPase pHluor	Keap1 Nrf2 FP	Pemphigus Ab inh	Cardiac RTF inh	DAGLB inh	CAL PDZ FP-1	C-LANA FP	Arrestin-AP2 inh	NSD2 inh	CAL PDZ FP-2
22	Cc1ccc2nc(NC(=O)CN(C)S(=O)(=O)c3ccc(Br)s3)sc2c1	-4	-6	105	-4	-2	-0.9	1.9	29	-3	0
37	Cc1ccc(NC(=S)NC(=O)C2CCCCC2)c(Br)c1	0	-6	137	-10	-12	-0.7	-1.5	-11	-1	-2
